KLK7 zymogen act: proKLK7 zymogen activators, primary screen, biochemical, fluorescence intensity | AID 652039, 2013 | activation, % at 7 µM | Kallikrein-7 (Homo sapiens), P49862 | purified proKLK7, EDANS-DABCYL substrate fluorescence; 100% is mature enzyme control, 0% vehicle | 370,000 compounds, 0.9% hits;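 active = activation above the mean of all tested compounds plus 3 SD, computed per campaign excluding outliers beyond control limits, cut at about 13% in these data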
ADAM10 inh: human ADAM10 inhibitors, primary screen, biochemical, QFRET, HTS | Disintegrin and metalloproteinase domain-containing protein 10 (Homo sapiens), O14672 | recombinant ADAM10, EDANS/DABCYL FRET peptide cleavage, 3 h | inhibition, % at 7 µM | 370,000 compounds, 0.62% hits;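 active = inhibition above a per-campaign cutoff equal to the mean of compounds falling between control-based bounds plus 3 SD, cut at about 20% in these data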;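 note: 0% = DMSO wells while the 100% control is not disclosed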
LEDGF integ inh: blockers of LEDGF/p75-dependent integrase strand transfer – biochemical, TR-FRET, high throughput, primary screen. inhibition, % at 3.7 µM. HIV-1 integrase (with human LEDGF/p75). TR-FRET IN-LEDGF/p75 DNA integration, Eu/Cy5. AID 743269, 2014. 370,000 compounds, 0.64% hits;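 active = inhibition above the screen-wide mean plus 3 SD, cut at about 13% in these data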;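 note: signal is the Cy5 over europium emission ratio at 671 and 618 nm; 0% = plate median of compound wells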
ASAP1 GAP inh: inhibitors of human ASAP1 ArfGAP activity, primary screen, biochemical, fluorescence polarization; Arf-GAP with SH3 domain, ANK repeat and PH domain-containing protein 1 (Homo sapiens), …; ASAP1-stimulated ARF1 GTP hydrolysis, GDP FP detection; inhibition, % at 16.5 µM; 360,000 compounds, 0.19% hits; AID 624377, 2012; in the data active = inhibition above about 25%;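 note: 0% = vehicle with enzyme and substrate and 100% = no enzyme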
Target sequence (Q9ULH1 325-724 limits assumed): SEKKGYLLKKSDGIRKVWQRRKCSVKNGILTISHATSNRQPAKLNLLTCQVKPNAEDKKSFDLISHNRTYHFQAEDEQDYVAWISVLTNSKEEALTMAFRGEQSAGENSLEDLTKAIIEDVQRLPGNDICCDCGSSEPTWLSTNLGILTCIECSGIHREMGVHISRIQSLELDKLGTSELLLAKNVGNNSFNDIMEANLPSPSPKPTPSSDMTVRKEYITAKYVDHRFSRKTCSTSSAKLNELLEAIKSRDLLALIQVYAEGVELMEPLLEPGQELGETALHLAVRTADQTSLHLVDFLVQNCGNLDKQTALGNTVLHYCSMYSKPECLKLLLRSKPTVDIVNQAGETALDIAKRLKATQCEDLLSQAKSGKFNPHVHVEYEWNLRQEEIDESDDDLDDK
Tn7 DDE FP: inhibitors of Tn7 peptide binding to fibrin DD(E), primary screen, biochemical, fluorescence polarization, human fibrin, Tn7 probe; FP displacement of FITC-Tn7 peptide from fibrin DD(E); 0% = median of compound wells per plate; 370,000 compounds, 0.13% hits; Fibrinogen beta chain (Homo sapiens), P02675; inhibition, % at 8.3 µM; AID 720508, 2013;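 active = inhibition above the mean of compounds falling within the control limits plus 3 SD of them, cut at about 14% in these data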;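 note: 0% = plate median of compound wells and 100% = 10 µM Aha-Tn7 peptide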
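Test system – human fibrin DD(E) · Times – 10 min preincubation, 3 h with tracer, room temperature · Detection – fluorescence polarization of the labelled Tn7 tracer · Measure – percent inhibition normalized to high-control wells · Benchmarks – high control wells with 10 µM unlabelled Aha-Tn7 peptide (full inhibition) · Repeats – singlicate testing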
ARFGAP1 inh: inhibitors of rat ARFGAP1 GAP activity, primary screen, biochemical, fluorescence polarization, GDP tracer | ADP-ribosylation factor GTPase-activating protein 1 (Rattus norvegicus), Q62848 | inhibition, % at 16.5 µM | 360,000 compounds, 0.26% hits | Arfgap1-stimulated ARF1 GTP hydrolysis, GDP FP detection;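 active = inhibition above a per-plate limit, mean inhibition of low control wells plus 3 SD, cut at about 25% in these data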;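 note: 0% = DMSO wells with enzyme and 100% = wells lacking Arfgap1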
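Material: rat Arfgap1 catalytic domain, aa 1-136; also added: human ARF1(Δ1-17)-GTP substrate; compound dosing: one concentration, 16.5 µM, DMSO 1.26%; incubation: GTP hydrolysis reaction 2 h at 25 °C; measured by: Tracer-displacement fluorescence polarization with EDTA stop, 620/688 nm; evaluation: % inhibition from polarization; repeats: one replicate per compound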
PLCg1 inh: PLC-gamma1 enzyme inhibitors, primary screen, biochemical, fluorescence, purified enzyme; 1-phosphatidylinositol 4,5-bisphosphate phosphodiesterase gamma-1 (Homo sapiens), P19174; fluorogenic substrate; inhibition, % at 12.2 µM; 370,000 compounds, 0.84% hits; in the data active = inhibition above about 9.5%
TDP2 absorb: human TDP2 enzyme inhibitors, primary screen, biochemical, epi absorbance, recombinant enzyme; Tyrosyl-DNA phosphodiesterase 2 (Homo sapiens), O95551; T5PNP hydrolysis, p-nitrophenol absorbance 415 nm; inhibition, % at 12.8 µM; 370,000 compounds, 0.34% hits;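 active = inhibition above the mean of all tested compounds plus 3 SD, set per campaign, cut at about 25% in these data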;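 note: 0% = DMSO with enzyme and 100% = buffer with substrate but no TDP2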
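Incubation: 2 h at 37 °C; Test system: recombinant human TDP2; Quantity: enzyme 120 nM; Read-out basis: percent inhibition; Medium: 50 mM Tris-HCl pH 7.5 with Mg2+, KCl, DTT, BSA; Repeats: single replicate; Compound: 12.8 µM single point, 1% DMSO; Signal: epi absorbance; Reagent: 5 mM T5PNP chromogenic substrate; Benchmarks: no-enzyme high, DMSO-plus-enzyme low.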
Tn6 DDE FP: inhibitors of Tn6 peptide binding to fibrin DD(E), primary screen, biochemical, fluorescence polarization, human fibrin, Tn6 probe; Fibrinogen beta chain (Homo sapiens), P02675; AID 720509, 2013; 370,000 compounds, 0.21% hits; inhibition, % at 8.3 µM; Fibrin DD(E) TRITC-Tn6 fluorescence polarization displacement;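 active = inhibition above a per-campaign cutoff: mean of compounds within control limits plus 3 SD, cut at about 15% in these data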;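 note: 0% = median of all compound wells on the plate and 100% = blocking peptide control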
ADAM17 inh: ADAM17 inhibitors, primary screen, biochemical, QFRET | AID 720648, 2013 | recombinant ADAM17, EDANS/DABCYL FRET peptide cleavage | inhibition, % at 6.95 µM | Disintegrin and metalloproteinase domain-containing protein 17 (Homo sapiens), P78536 | 370,000 compounds, 0.83% hits;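 active = inhibition above the mean of compounds lying between control limits plus 3 SD, set per campaign, cut at about 8.5% in these data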;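 note: 0% = DMSO-only wells as the low control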
Target sequence (P78536 215-824 limits assumed): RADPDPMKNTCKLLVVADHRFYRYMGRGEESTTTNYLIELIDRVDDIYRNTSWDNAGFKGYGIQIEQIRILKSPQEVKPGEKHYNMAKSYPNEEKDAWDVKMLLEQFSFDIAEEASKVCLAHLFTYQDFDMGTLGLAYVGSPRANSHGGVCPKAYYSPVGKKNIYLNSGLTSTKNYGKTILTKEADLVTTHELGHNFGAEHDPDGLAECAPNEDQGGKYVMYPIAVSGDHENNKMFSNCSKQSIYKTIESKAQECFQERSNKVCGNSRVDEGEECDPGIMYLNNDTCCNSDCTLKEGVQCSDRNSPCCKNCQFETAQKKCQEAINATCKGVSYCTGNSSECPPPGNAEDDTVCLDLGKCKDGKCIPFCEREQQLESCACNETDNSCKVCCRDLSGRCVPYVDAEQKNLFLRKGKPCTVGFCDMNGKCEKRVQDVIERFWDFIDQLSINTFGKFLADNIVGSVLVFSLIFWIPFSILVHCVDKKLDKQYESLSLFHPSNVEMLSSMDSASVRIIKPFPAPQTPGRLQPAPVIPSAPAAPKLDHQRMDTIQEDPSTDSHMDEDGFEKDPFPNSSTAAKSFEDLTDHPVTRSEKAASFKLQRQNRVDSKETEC
An asterisk follows results filed as active; . = not tested or not shown.

structure,PLCg1 inh,ASAP1 GAP inh,TDP2 absorb,LEDGF integ inh,ADAM17 inh,ADAM10 inh,Tn6 DDE FP,KLK7 zymogen act,Tn7 DDE FP,ARFGAP1 inh
CC(=O)NC1CC(C)(C)N(OC(C)=O)C(C)(C)C1,10*,5,-7,0,-1,-9,5,0.0,-1,-1
COc1cc(NC(=O)c2cc(OC)c(OC)c(OC)c2)ccc1NC(=O)c1cccs1,-5,1,0,-1,1,7,-6,1.0,3,7
COc1cccc(OC)c1C(=O)Nc1ccc(NC(=O)c2ccco2)cc1,-3,9,1,0,1,5,-6,-0.2,3,9
CC(C)N(C)NC(=S)Nc1ccccc1,2,-4,6,3,-1,1,3,0.4,-6,-6
CCc1nc2ccccc2c(C(=O)OC2CCCCC2=O)c1C (centres undefined),0,8,-8,-2,1,3,0,-0.3,1,9
COc1ccc(CNC(=O)[C@@H]2CC=C[C@@H]3CCN(C4CCCCC4)C(=O)[C@@H]32)cc1,0,-2,11,1,-1,3,0,-0.1,4,-2
O=C(CSc1nc2ccccc2[nH]1)N/N=C/c1ccco1,-6,-9,2,-2,-1,-4,5,0.0,2,-7
Cc1ccccc1NC(=O)OCc1cccnc1Sc1ccc(Cl)cc1,1,-9,1,-2,1,0,8,0.3,-6,5

Retrieved by structure from the entries so far (2):
structure,PLCg1 inh,ASAP1 GAP inh,TDP2 absorb,LEDGF integ inh,ADAM17 inh,ADAM10 inh,Tn6 DDE FP,KLK7 zymogen act,Tn7 DDE FP,ARFGAP1 inh
COc1cc(NC(=O)c2cc(OC)c(OC)c(OC)c2)ccc1NC(=O)c1cccs1,-5,1,0,-1,1,7,-6,1.0,3,7
CC(=O)NC1CC(C)(C)N(OC(C)=O)C(C)(C)C1,10*,5,-7,0,-1,-9,5,0.0,-1,-1

Additional compounds:
structure,PLCg1 inh,ASAP1 GAP inh,TDP2 absorb,LEDGF integ inh,ADAM17 inh,ADAM10 inh,Tn6 DDE FP,KLK7 zymogen act,Tn7 DDE FP,ARFGAP1 inh
CC1C(=O)N(Cc2ccccc2F)c2ccccc2N1C(=O)c1c(F)cccc1F (centres undefined),5,6,-14,6,6,6,0,-0.3,4,-4
O=C(O)c1ccccc1N/N=C/c1cc(Br)cc(Br)c1O,-11,-5,5,-6,-8,-6,2,-0.2,-3,-2
CSC1=NC(=O)/C(=C\c2cccc3ccccc23)S1,-3,16,25*,4,1,2,-3,0.1,-7,-4
O=S(=O)(Cc1ccccc1)Nc1ccc(S(=O)(=O)N2CCCC2)cc1,1,-2,1,-4,-4,-5,8,-0.7,-1,-14
FC(F)(F)c1nnc2ccc(Sc3ccccn3)nn12,-2,2,-9,1,-3,11,6,-0.2,2,1
COC(=O)CCCC1=CC2=C(c3ccccc3)C(=O)C(C)(OC(=O)C3CCCC3)C(=O)C2=CN1CCN1CCOCC1 (centres undefined),-10,8,-9,4,-2,-8,-5,0.3,-2,4
CSc1ncccc1C(=O)OCC(=O)N(CC(C)C)c1c(N)n(Cc2ccccc2)c(=O)[nH]c1=O,2,-8,8,-3,-7,-5,1,-0.4,1,7
CC(=O)c1ccc(NC(=O)c2ccn[nH]2)cc1,2,5,8,5,0,5,5,-0.1,-9,0

(continued)
structure,PLCg1 inh,ASAP1 GAP inh,TDP2 absorb,LEDGF integ inh,ADAM17 inh,ADAM10 inh,Tn6 DDE FP,KLK7 zymogen act,Tn7 DDE FP,ARFGAP1 inh
CCCCn1nnnc1SCC(=O)NCc1ccco1,-1,-11,3,1,-5,-2,-1,-0.3,2,-1
O=Cc1cccc(OC(=O)Nc2ccccc2)c1,-10,-16,-1,-6,-5,9,2,0.3,10,-12
O=C(COC(=O)[C@@H]1CCCN1C(=O)c1cccs1)NCCc1ccccc1,0,-5,11,3,-2,-5,9,-0.2,3,-3
COc1ccc(CNC(=O)CN2C(=O)NC(C)(c3ccc(Cl)cc3)C2=O)cc1 (centres undefined),1,0,-7,-6,-7,-4,-2,0.0,4,6
O=C(NCc1ccc2c(c1)OCO2)Nc1ccc(F)cc1,2,6,13,0,-2,2,0,-0.3,-6,9
O=C(CSc1nc2ccccc2n1-c1ccccc1)Nc1ncc(Cl)cc1Cl,4,-12,3,0,2,7,-1,0.5,8,-1
COC(=O)CC(c1ccc(F)cc1)n1c(C)ccc1C (centres undefined),-5,4,-4,2,-3,3,6,0.3,-5,8
COc1ccc(-c2cc(NC=O)c3ncc(-c4cccc(C(=O)NCCN(C)C)c4)n3c2)cc1,-40,8,3,-2,-10,-30,-4,-0.4,1,27*

Further compounds.
structure,PLCg1 inh,ASAP1 GAP inh,TDP2 absorb,LEDGF integ inh,ADAM17 inh,ADAM10 inh,Tn6 DDE FP,KLK7 zymogen act,Tn7 DDE FP,ARFGAP1 inh
COc1ccc([C@H]2CC(=O)C=C(c3ccnc4ccc(Cl)cc34)C2)cc1,0,-8,-2,12,6,11,-4,0.3,3,6
C[C@@H]1NS(=O)(=O)[C@H]2C[C@@H]3C=C[C@]2(O3)[C@H]1OC(=O)c1ccccc1Br,0,-8,0,1,1,4,-4,0.1,-2,10
C=CCN(Cc1ccc2c(c1)OCO2)C(C#CCCCC)C(C)C (centres undefined),1,.,4,-7,-2,-1,5,.,-1,.
N#Cc1ccc(NCC(=O)N2CCN(S(=O)(=O)c3ccccc3)CC2)cc1,0,8,7,4,-2,-4,7,-0.1,4,-9
CN(C)C(CNC(=O)c1cc(Br)c(Br)s1)c1ccco1 (centres undefined),-1,-2,-12,4,1,-1,-2,0.3,-7,-4
CC(=O)Nn1c(C)nnc1-n1nc(C)cc1C,1,10,3,2,-2,-3,3,0.0,4,4
O=C(/C=C/c1ccco1)Oc1ccc(C(=S)N2CCOCC2)cc1,2,4,13,0,0,-6,1,-0.1,-4,3
O=C(NN=Cc1ccccc1O)NN=Cc1ccccc1O,-3,3,-1,-1,-7,-29,-4,-22,-1,-3

(next part)
structure,PLCg1 inh,ASAP1 GAP inh,TDP2 absorb,LEDGF integ inh,ADAM17 inh,ADAM10 inh,Tn6 DDE FP,KLK7 zymogen act,Tn7 DDE FP,ARFGAP1 inh
CSc1nc(Cc2ccccc2)cc(=O)[nH]1,-1,7,-5,0,0,0,2,0.0,4,0
CC(=O)Oc1ccc(/C=C(\NC(=O)c2ccco2)C(=O)NCc2ccco2)cc1,3,11,-5,5,2,3,-2,-0.6,-8,9
O=C(Nc1cccc(Cl)c1)c1cccnn1,4,-7,-18,9,1,-2,2,-0.3,1,8
COc1ccc(NS(=O)(=O)c2cn(C)cn2)cc1OC,0,-8,19,0,-2,-6,0,0.5,-5,1
CCc1cccc(NC(=S)N(CCCN2CCOCC2)C(C)c2cc3cccc(OC)c3o2)c1 (centres undefined),-1,-1,-1,2,-9,-2,5,0.3,12,-4
CCCNC(=O)C(Cc1ccc(C(F)(F)F)cc1)NC(=O)c1ccc(C#N)cc1 (centres undefined),1,-9,3,-2,-4,-8,5,0.0,4,4
CCOC(=O)c1c(-c2ccccc2)c[nH]c1C,-2,13,10,0,-5,-16,4,0.6,2,-7
CCN(C[C@H]1N[C@@](Cc2ccccc2)(C(=O)OC)[C@H]2C(=O)N(C)C(=O)[C@@H]12)S(=O)(=O)c1ccc(C(C)(C)C)cc1,0,14,2,4,-3,-11,0,-0.2,8,-1

Next part:
structure,PLCg1 inh,ASAP1 GAP inh,TDP2 absorb,LEDGF integ inh,ADAM17 inh,ADAM10 inh,Tn6 DDE FP,KLK7 zymogen act,Tn7 DDE FP,ARFGAP1 inh
Cc1cccc(NC(=O)Cn2c(=O)oc3cc(S(=O)(=O)N4CCCC4)ccc32)n1,1,-2,-2,2,-1,-7,-4,1.3,2,-4
CCN(CC)S(=O)(=O)c1cccc(C(=O)NCC2(N3CCOCC3)CCCCC2)c1,1,-13,-3,-4,-1,3,1,-0.4,-1,-4
COc1cc(/C=N/NC(=O)c2cccc3ccccc23)ccc1OCC(N)=O,-15,-5,-3,-1,-4,2,2,0.6,2,10
Cc1cccc2cc(C#N)c(SCC(=O)NCc3cccs3)nc12,-6,0,-5,-3,0,-5,2,-0.4,1,-2
Cc1cccc(-n2c(C)cc(C=C3C(=O)c4ccccc4C3=O)c2C)c1,-11,-2,8,-1,4,2,-1,0.4,-4,3
CN1C(=O)c2cc(NC(=O)c3ccc(F)cc3)ccc2OC[C@H]2O[C@H](CC(=O)NC3CCC3)CC[C@H]21,-1,.,2,-2,-6,-4,-3,0.5,6,.
COc1cccc(C(=O)c2ncc(C(F)(F)F)cc2Cl)c1,-1,17,-7,0,-6,-2,-7,0.7,3,10
CCOCCCNCc1ccc(OCc2ccccc2C)c(OC)c1,2,17,4,-2,-4,1,-4,0.1,-8,2
NC1=NC[C@H](Cc2ccccc2)N1CCc1cccc(F)c1,1,4,10,2,-5,-8,-6,-0.5,5,12
COC(=O)C1CSC(C(=O)OC)N1C(=O)Nc1ccc(Cl)cc1 (centres undefined),1,1,-1,-3,-3,-8,2,-0.8,2,-8
